Cycloheximide cs: counter-screen hit for Shiga toxin inhibitors, cycloheximide; cell reporter, cycloheximide protein synthesis inhibition counterscreen; max response, %; 300,000 compounds, 12% hits; in the data active means max response mostly above about 13%, no sharp cut-off; inactive means mostly below about 14%; further: read at 38.3 µM for the half of the compounds with a filed dose; 0% is about no effect
LmPK inh: inhibitors of Leishmania mexicana pyruvate kinase | purified LmPK, Kinase-Glo ATP luminescence, 1 h | Q27686 | Potency, µM (titrated, usually from 57.5 µM), for the others: at the highest dose activity change, negative = inhibition, hits mostly inhibitors | 290,000 compounds, 0.37% hits; further: potency means the concentration at half of the fitted maximal effect; on the % scale 0 is the no-effect control and ±100 the full control effect
Target sequence (Q27686 whole entry, looked up): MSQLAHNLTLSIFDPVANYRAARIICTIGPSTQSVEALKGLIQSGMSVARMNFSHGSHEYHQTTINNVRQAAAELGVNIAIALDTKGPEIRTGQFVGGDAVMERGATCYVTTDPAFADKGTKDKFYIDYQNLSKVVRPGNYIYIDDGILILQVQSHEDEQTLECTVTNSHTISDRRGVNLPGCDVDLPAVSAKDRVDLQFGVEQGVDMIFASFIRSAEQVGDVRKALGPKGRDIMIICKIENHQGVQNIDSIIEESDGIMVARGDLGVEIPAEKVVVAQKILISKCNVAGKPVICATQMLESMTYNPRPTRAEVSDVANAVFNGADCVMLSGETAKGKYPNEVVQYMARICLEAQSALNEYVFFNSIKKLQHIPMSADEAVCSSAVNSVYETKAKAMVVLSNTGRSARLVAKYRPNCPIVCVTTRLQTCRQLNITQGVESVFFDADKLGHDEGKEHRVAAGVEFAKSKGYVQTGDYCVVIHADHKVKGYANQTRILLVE
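Pyruvate kinase activity monitored as ATP production (luciferase luminescence). Conditions: 0.1 nM enzyme, 0.5 mM PEP, 0.1 mM ADP, 1 h, RT; normalized against uninhibited and no-enzyme wells.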
Pf growth 48h: inhibits P. falciparum growth in the first generation, 48 h; P. falciparum luciferase growth in erythrocytes, 48 h; Potency, µM (top dose mostly 28.7 µM), for inactives: top-dose activity change, negative = inhibition, most hits filed as inhibitors; 310,000 compounds, 5.9% hits; AID 504832; further: potency means the concentration at half of the fitted maximal effect; on the % scale 0 is the no-effect control and ±100 the full control effect
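Growth was read as firefly luciferase luminescence after a 48 h, 37 C, 5% CO2 exposure of compounds to reporter-bearing P. falciparum cultures (0.1% parasitemia, 2% hematocrit final) in Albumax-supplemented RPMI 1640.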
Tb PYK inh: inhibitors of Trypanosoma brucei pyruvate kinase; Q57TT1; TbPYK enzyme, Kinase-Glo Plus ATP luminescence, 45 min; Potency, µM (titrated, usually from 76.8 µM), for inactives: at the top dose activity, negative = inhibition, most hits filed as inhibitors; 410,000 compounds, 0.12% hits; AID 624173; further: potency means the concentration at half of the fitted maximal effect; on the % scale 0 is the no-effect control and ±100 the full control effect; nearly all actives have a fitted effect of over 50% in size
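Screened from lowest to highest concentration, compounds were pinned into TbPYK/substrate mixtures, and ADP (130 uM final) was added. Plates sat at room temperature for 45 min prior to Kinase-Glo Plus detection by luminescence.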
AmpC inh no detg: inhibitors of E. coli AmpC beta-lactamase without detergent; Potency, µM (top dose mostly 57.1 µM), for inactives: at the top dose activity change, negative = inhibition, usual class: inhibitors; 330,000 compounds, 0.52% hits; AmpC nitrocefin hydrolysis, absorbance 480 nm, 0.0001% Triton; P00811;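 further: potency means the concentration at half of the fitted maximal effect; plate controls were no compound for no effect and no enzyme for full effect; nearly all actives have a fitted effect of over 20% in size; some results filed as inactive show a strong effect at the top dose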
Target sequence (P00811 whole entry, looked up): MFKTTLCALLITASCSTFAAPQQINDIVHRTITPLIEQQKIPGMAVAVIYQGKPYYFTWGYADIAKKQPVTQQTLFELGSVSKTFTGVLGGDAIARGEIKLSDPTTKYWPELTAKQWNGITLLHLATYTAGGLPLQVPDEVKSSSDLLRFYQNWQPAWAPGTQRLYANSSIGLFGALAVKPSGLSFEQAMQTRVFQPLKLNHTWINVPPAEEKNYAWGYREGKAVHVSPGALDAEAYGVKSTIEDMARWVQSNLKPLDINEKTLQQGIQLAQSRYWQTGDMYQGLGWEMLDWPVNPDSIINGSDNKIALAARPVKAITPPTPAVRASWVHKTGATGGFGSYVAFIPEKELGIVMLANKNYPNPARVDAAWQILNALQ
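AmpC (5.3 nM in the dispensed reagent) in 20 mM phosphate pH 7.0 with 0.01% (detergent screen) or 0.0001% Triton X-100 was preincubated with compounds for 15 min at room temperature. Nitrocefin was then added from an 800 uM solution, and hydrolysis was followed at 480 nm.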
Shiga toxin inh: inhibitors of Shiga toxin in Vero cells | Vero cells, Shiga toxin protein synthesis inhibition reporter | inhibition, % at 38.7 µM | 290,000 compounds, 9.2% hits; in the data active means inhibition mostly above about 28%, no sharp cut-off; inactive means mostly below about 43%; further: 0% is about no effect
Pf growth 96h: P. falciparum growth inhibition at 96 hour, primary screen for plastid delayed-death inhibitors. 320,000 compounds, 6.9% hits. P. falciparum luciferase reporter growth, 96 h. Potency, µM (titrated, usually from 28.7 µM), without a hit: at the highest dose activity change, negative = inhibition, most hits filed as inhibitors. AID 504834; further: potency means the concentration at half of the fitted maximal effect; on the % scale 0 is the no-effect control and ±100 the full control effect
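Compounds incubated with erythrocytes infected by luciferase-expressing P. falciparum (2% hematocrit, 0.05% parasitemia final) for 96 hours, 37 C in 5% CO2. Growth inhibition scored as decreased luciferase luminescence.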
* = called active by the depositor; i = inactive; ? = inconclusive; . = no result given; & = joins results of further samples; [ ] = another dose, or the depositor's remark. Unless noted, the call rests on the fitted dose curve; in most records, active means well fitted curve in the direction sought with a large enough effect; inconclusive means small, poorly fitted or top-dose-only effect, or another doubt; inactive means no such curve, though single readings can be large; an effect the other way counts as inactive or inconclusive. An unsorted share of the library; any-hit rate near 22%.

1) O=C(/C=C/c1cccc([N+](=O)[O-])c1)NCc1ccc2c(c1)OCO2
2) NC(=S)Nc1cc(Cl)ccc1Cl
3) COc1ccc(S(N)(=O)=O)cc1C(=O)OCCCC(=O)c1ccccc1
4) O=C(CSc1ccc2c(c1)OCCO2)NC(=O)NC1CCCC1
5) Cc1cc(C)n2nc(SCC(=O)N(C(C)C)C(C)C)nc2n1
6) CCOc1ccc(-n2c(-c3ccccc3)c[n+]3c2CCCCC3)cc1
7) O=C(NC1CCCCC1)C(c1ccco1)N(C(=O)c1csnn1)c1ccc(Cl)cc1 (stereo not drawn)
8) CC(C)(C)C1CCC(C(=O)NCCc2ccc(S(N)(=O)=O)cc2)CC1 (stereo not drawn)
Assay by compound	1	2	3	4	5	6	7	8
Cycloheximide cs	-2	0	.	9	-3	-1	-5	-4
LmPK inh	-4%	-3%	.	7%	1%	6%	7%	8%
Pf growth 48h	18%	-9%	?	16%	-8%	?	?	-13%
Tb PYK inh	1%	-16%	0%	-2%	0%	1%	-1%	2%
AmpC inh no detg	-26%	3%	-17%	-24%	7%	-20%	-4%	-14%
Shiga toxin inh	8	-3	.	-4	-11	-6	3	-24
Pf growth 96h	0%	72%[activator]	15µM*	0%	?	?	32%[activator]	0%

9) COc1cccc(Nc2nc(C)cc(C)c2C(N)=O)c1
10) CC(C)c1ccc(Nc2ncccc2C(=O)O)cc1
11) CC(C)[C@@H](CO)NC(=O)c1ccc2c3n(nc2c1)-c1ccc(Cl)cc1CO3
12) CCCn1c(=O)c(C(=O)N/N=C/c2ccc(F)cc2)c(O)c2ccccc21
13) CN(CC(=O)Nc1cccc(F)c1)C(=O)c1cccc(-n2cccc2)c1
14) CC1CCN(CCCn2c(SCC(=O)NC3CCCC3)nc3ccccc3c2=O)CC1
15) O=C(NCc1n[nH]c(=S)n1Cc1ccccc1)c1ccccc1
16) CCOC(=O)c1c(C)c(C(=O)Nc2ccc3c(c2)OCCO3)c(C)n1CC
Assay by compound	9	10	11	12	13	14	15	16
Cycloheximide cs	2	43*	34*	-2	.	-1	-6	14
LmPK inh	0%	-13%	-3%	1%	.	0%	0%	-1%
Pf growth 48h	8%	119%[activator]	129%[activator]	-3%	?	?	5%	-13%
Tb PYK inh	-1%	4%	3%	-3%	9%	10%	?	4%
AmpC inh no detg	-3%	-18%	29%	-9%	-31%	3%	-16%	2%
Shiga toxin inh	-5	15	46*	2	.	17	-2	38
Pf growth 96h	0%	20%	144%[activator]	33%[activator]	-3%	?	61%[activator]	?

17) O=C(NCCc1ccccc1)c1c(O)c2ccccc2[nH]c1=O
18) Cc1cc(C)nc(NS(=O)(=O)c2ccc(N/C=C3\CCCC3=O)cc2)n1
19) CCCc1[nH]nc2c1C(c1ccccc1OCC)C(C#N)=C(N)O2 (stereo not drawn)
20) CCCOc1ccc(C(=O)CCC(=O)OCC(=O)Nc2cccc(S(N)(=O)=O)c2)cc1
21) CCOC(=O)c1nn(-c2ccc(Cl)cc2)c2nc(CC)c(C#N)c(=O)n12
22) CC(C)(C)c1nc(C(C)(C)C)c(Br)c(=O)[nH]1
23) CCc1nc(SCC(=O)Nc2ccnc3ccccc23)n[nH]1
24) Cc1ccccc1NC(=S)NCC(c1cccnc1)N(C)C (stereo not drawn)
Assay by compound	17	18	19	20	21	22	23	24
Cycloheximide cs	3	-1	-2	.	-3	-2	-3	-1
LmPK inh	5%	2%	1%	.	0%	-2%	-8%	-4%
Pf growth 48h	-2%	10%	-17%	64%[activator]	?	10%	3%	21%
Tb PYK inh	-9%	1%	-1%	3%	5%	1%	1%	-3%
AmpC inh no detg	-6%	-24%	-13%	-25%	-31%	-52%	-28%	-5%
Shiga toxin inh	.	-2	-12	.	-4	-2	-11	-6
Pf growth 96h	?	24%	22%	42%[activator]	?	23%	1%	36%[activator]

25) CCN1C(=O)c2ccccc2Sc2ccc(C(=O)O)cc21
26) COc1cc(C=O)ccc1OCC(=O)NC(C)(C)C
27) O=C(COc1ccc2ccccc2c1Br)Nc1cccnc1
28) COc1ccc(-c2nnc(SCC(=O)N3CCCCC3)o2)cc1
29) CC1CCN(C(=O)CSc2nc(N)c3c4c(sc3n2)CN(C)CC4)CC1
30) CCN(CC)C(=S)SCC(=O)NC12CC3CC(CC(C3)C1)C2
31) Cc1cc(=O)[nH]c(SCC(=O)Nc2ccc(F)cc2)c1C#N
32) CSc1cccc(CN2CCC(Oc3ccc(C(=O)N4CCCCC4)cc3)CC2)c1
Assay by compound	25	26	27	28	29	30	31	32
Cycloheximide cs	-1	1	37*	12	-6	3	7	-4
LmPK inh	-4%	-6%	-8%	-8%	5%	-1%	-1%	0%
Pf growth 48h	.	24%	58%[activator]	12%	2.3µM*	-15%	10%	?
Tb PYK inh	0%	3%	-12%	-6%&-3%	4%	2%	-11%	1%
AmpC inh no detg	-9%	-2%	69%	-17%	33%	1%	-22%	160%[activator]
Shiga toxin inh	27	6	138*	26	-2	-9	-3	-7
Pf growth 96h	8%	?	-11%	-14%	0.83µM*	-82%	33%[activator]	4%

33) CCOCCCNC(=O)C(NC(=O)c1ccc(NC(C)=O)cc1)c1ccccc1 (stereo not drawn)
34) Cc1ccc(-n2nc3c(N4CCC(C(=O)NCc5ccc(C)o5)CC4)nnc(C)c3c2C)cc1
35) Clc1cccc(COn2c(-c3ccc(Cl)cc3Cl)nc3ncccc32)c1
36) O=C(CCc1ccccc1)Nc1cc(C(=O)O)cc(C(=O)O)c1
37) COc1ccc2nc(Nc3ccccc3)sc2c1
38) Cc1sc(/N=C/c2c(O)ccc3ccccc23)c(C#N)c1C
39) Cc1ccc(C)c(OCC(=O)N(C)CC(=O)Nc2ccc(Cl)c(C(F)(F)F)c2)c1
40) CCOc1ccc(CC(C(=O)NN)C(=O)NN)cc1CN(C)C
Assay by compound	33	34	35	36	37	38	39	40
Cycloheximide cs	-2	8	7	1	30*	1	.	-3
LmPK inh	-4%	2%	-3%	0%	?	3%	.	4%
Pf growth 48h	17%	?	?	24%	i	.	12µM*	?
Tb PYK inh	2%	-2%	5%	1%	2%	.	5%	2%
AmpC inh no detg	-9%	160%[activator]	47%	-12%	?	-10%	-6%	3%
Shiga toxin inh	-13	-12	19	-15	60*	-16	.	23
Pf growth 96h	-56%	10µM*	.	1.5µM*	498%[activator]	?	?	.

41) O=C(CN1CCc2ccccc21)NCc1ccccc1Cl
42) O=C(c1ccccc1)c1ccc2nc(N3CCCCC3)c3nncn3c2c1
43) CCCCc1nc(SCC(=O)Nc2cc(C)on2)n[nH]1
44) COc1ccc(OC)c(NC(=O)c2ccccc2NS(=O)(=O)c2cccc3cccnc23)c1
45) O=C(NCCCN1CCOCC1)C1CC(=O)N(C2CCCCC2)C1 (stereo not drawn)
46) CC1CCCC(C)N1CCNC(=O)C1CCN(S(=O)(=O)N2CCCCC2)CC1 (stereo not drawn)
47) CC(C)C1NC(C(=O)O)Cc2c1[nH]c1ccccc21 (stereo not drawn)
48) CN1C(=O)N(C)C(=O)C(CCc2ccncc2)(CCc2ccncc2)C1=O
Assay by compound	41	42	43	44	45	46	47	48
Cycloheximide cs	12	-1	2	-1	6	-2	1	-5
LmPK inh	-1%	-2%	9%	5%	-4%	1%	4%	-1%
Pf growth 48h	39%[activator]	-24%	.	?	34%[activator]	?	-17%	15%
Tb PYK inh	-9%	-2%	-1%	-2%	3%	-17%	-7%	3%
AmpC inh no detg	-23%	-53%	-14%	-12%	22%	10%	-21%	0%
Shiga toxin inh	39	-9	-10	-9	34	-11	-5	-11
Pf growth 96h	-14%	-56%	.	11%	?	-30%	-4%	21%

Overlap with the part before: 3 entries, then new ones.
46) CC1CCCC(C)N1CCNC(=O)C1CCN(S(=O)(=O)N2CCCCC2)CC1 (stereo not drawn)
47) CC(C)C1NC(C(=O)O)Cc2c1[nH]c1ccccc21 (stereo not drawn)
48) CN1C(=O)N(C)C(=O)C(CCc2ccncc2)(CCc2ccncc2)C1=O
49) CCN(C(=O)CN1C(=O)S/C(=C\c2cccc(OC)c2)C1=O)C1CCS(=O)(=O)C1 (stereo not drawn)
50) COc1cccc(/C=C2/SC(=S)N(CCCC(=O)Nc3ccc(O)cc3)C2=O)c1
51) Cc1ncc([N+](=O)[O-])n1CCOC(=O)c1cc(Cl)cc(Cl)c1N
52) CC(OC(=O)Cc1c[nH]c2ccccc12)C(=O)N(C)c1ccccc1 (stereo not drawn)
53) C1CCN(c2nc3nonc3nc2NCC2CCOCC2)CC1
54) CCOc1ccc2cc(S(=O)(=O)N3CCCCC3)ccc2c1
55) Clc1ccc2nc(CSc3ccccc3)cn2c1
56) COc1ccccc1C(=O)OCC(=O)NC(=O)NC1CCCCC1
Assay by compound	46	47	48	49	50	51	52	53	54	55	56
Cycloheximide cs	-2	1	-5	3	27*	-2	.	2	-1	26*	.
LmPK inh	1%	4%	-1%	7%	0%	5%	.	-6%	-3%	?	.
Pf growth 48h	?	-17%	15%	?	?	0%	-5%	0%	?	95%[activator]	1%
Tb PYK inh	-17%	-7%	3%	2%	1%	8%	-2%	1%	3%	-9%	2%
AmpC inh no detg	10%	-21%	0%	138%[activator]	-21%	-18%	8%	-10%	-22%	-15%	-8%
Shiga toxin inh	-11	-5	-11	1	44*	12	.	-10	14	32*	.
Pf growth 96h	-30%	-4%	21%	8.3µM*	?	41%[activator]	23%	?	1%	137%[activator]	-12%

57) CCOc1ccc(C(=O)Nc2nnc(S(=O)(=O)N(C)Cc3ccco3)s2)cc1
58) O=C(COc1ccccc1-c1ccccc1)N/N=C/c1cccc2ccccc12
59) O=S(=O)(c1ccccc1)c1nc(-c2ccccc2)oc1N1CCCCC1
60) C[C@@H](C(=O)NCc1ccccn1)[C@@H]1C[C@@]1(C)[C@@H](NC(=O)OCc1ccccc1)c1ccccc1
61) O=C(N/N=C/c1ccc[nH]1)c1cccnc1
62) CC(C)c1ccc(CN2CCN(S(=O)(=O)c3ccc(Cl)s3)CC2)cc1
63) COc1ccc2c(c1)cc1n2CCN=C1N
64) CCn1c(SCC(=O)Nc2ccc3c(c2)oc2ccccc23)nnc1-c1ccc(N)cc1
65) CC(C)c1ccc(NC(=O)Cc2c(C(=O)O)n(C)c3ccccc23)cc1
Assay by compound	57	58	59	60	61	62	63	64	65
Cycloheximide cs	12	-4	24*	8	-1	.	-7	35*	-1
LmPK inh	-1%	4%	4%	3%	-4%	.	-6%	-7%	1%
Pf growth 48h	24%	?	.	-7%	63%[activator]	?	?	.	.
Tb PYK inh	0%	2%	23%	-5%	-25%	2%	-1%	0%	17%
AmpC inh no detg	-27%	-42%	-21%	92%[activator]	-12%	-35%	-17%	33%	-22%
Shiga toxin inh	5	-2	77*	5	-5	.	-8	39	-2
Pf growth 96h	5%	9.3µM*	12%	-24%	173%[activator]	?	-14%	?	?
